High-throughput results as filed in PubChem.
GPR35 antagonists: inhibition of zaprinast-stimulated GPR35 beta-arrestin translocation – imaging, U2OS, beta-arrestin-GFP, zaprinast agonist, primary screen (AID 2058); U2OS GPR35 beta-arrestin-GFP translocation imaging, zaprinast antagonism; higher % means a stronger effect; inhibition, % at 10 µM; hits with a dose series show IC50 in µM; actives 0.052% (n = 290,000);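 active = inhibition of at least 50% with at least 30 cells and total cytoplasm GFP at most 10,000,000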
GPR55 LPI antagonism: inhibition of LPI-stimulated GPR55 beta-arrestin translocation – imaging, U2OS, beta-arrestin-GFP, LPI agonist, primary screen (AID 2013); U2OS GPR55 beta-arrestin-GFP translocation imaging, LPI antagonism; higher % means a stronger effect; inhibition, % at 10 µM; hits with a dose series show IC50 in µM; actives 0.13% (n = 290,000);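 active = spots per cell inhibited over 60%, with over 100 cells counted and total cytoplasm intensity under 500,000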;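 also: U2OS cells stably carrying GPR55 and arrestin-GFP stimulated by 5 µM LPI near EC80; imaged beta-arrestin-GFP aggregate spots per cell after agonist stimulation; plate controls were LPI-stimulated DMSO wells for no effect and DMSO wells without LPI for full effect; some results filed as inactive read as strong as hits; confirmed hits need IC50 under 10 µM and bright autofluorescent wells are also inconclusive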
GPR55 beta-arrestin: GPR55 agonists via beta-arrestin recruitment, primary screen, imaging, U2OS cells, beta-arrestin-GFP redistribution (AID 1961). U2OS GPR55 beta-arrestin-GFP redistribution imaging; higher % means a stronger effect. activation, % at 10 µM, or EC50 in µM where a hit was titrated. actives 0.048% (n = 290,000);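 active = activation above 40% with more than 50 cells counted in the well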;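 also: U2OS osteosarcoma cells stably expressing GPR55 and beta-arrestin-GFP; plate controls were DMSO negative control for no effect and LPI positive control for full effect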
AID2073: disruptors of CaV2.2 binding to Mint1 – biochemical, HTRF (AID 2073) | inhibition, % at 20 µM; hits with a dose series show IC50 in µM | HTRF protein-protein interaction, Mint1-CaV2.2; higher % means a stronger effect | actives 0.19% (n = 290,000); in the data active = inhibition mostly above about 51%, no sharp cut-off; also: some results filed as inactive read as strong as hits
KOR beta-arrestin-1: KOR agonists, beta-arrestin recruitment, primary screen, cell-based, luminescence, uHTS (AID 1777); KOR beta-arrestin recruitment, luminescence; higher % means a stronger effect; activation, % at 10 µM, or EC50 in µM where a hit was titrated; actives 0.02% (n = 280,000); in the data active = activation above about 50%, passing the limit was not always enough; also: a part of the inactive calls stands beside numbers as strong as those of hits
KOR beta-arrestin-2: kappa opioid receptor blockers – cell-based, luminescence, uHTS (AID 1778); KOR beta-arrestin recruitment, luminescence, antagonist mode; higher % means a stronger effect; inhibition, % at 10 µM; hits with a dose series show IC50 in µM; actives 0.091% (n = 290,000); in the data active = inhibition above about 50%; also: strong numbers were not always called active
SIAH1 antagonists: blockers of Siah-1 interaction with plectin peptide – biochemical, fluorescence polarization, rhodamine-plectin, uHTS, primary screen (AID 1817). Siah-1 / rhodamine-plectin peptide fluorescence polarization; higher % means a stronger effect. one-dose displacement, % at 20 µM; IC50 in µM for titrated hits. actives 0.02% (n = 290,000);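 active = displacement of at least 50% at 20 µM, with a fluorescence ratio check between 0.3 and a set limit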;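 also: plate controls were Siah plus tracer with DMSO for no effect and tracer alone without Siah for full effect; strong numbers were not always called active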
HIV peptide binding: inhibitors of HIV fusion peptide binding, primary screen, biochemical, uHTS, fluorescence dequenching (AID 1986); inhibition, % at 20 µM; hits with a dose series show IC50 in µM; cell-free peptide binding, fluorescence dequenching, 30 min; higher % means a stronger effect; actives 0.3% (n = 290,000); in the data active = inhibition mostly above about 52%, no sharp cut-off; inactive = mostly below about 76%; also: some results filed as inactive read as strong as hits
NOD1 inhibition: inhibition of NOD1-driven NF-kB reporter – cell-based, luminescence, uHTS, primary screen (AID 1578). NOD1-driven NF-kB luciferase reporter cells, luminescence; higher % means a stronger effect. inhibition, % at 4 µM; hits with a dose series show EC50 in µM. actives 1% (n = 290,000); in the data active = inhibition mostly above about 36%, no sharp cut-off; inactive = mostly below about 34%;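 also: HEK-293T reporter cells stimulated with the NOD1 agonist gamma-tri-DAP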
* marks the source's active call; other numbers are inactive results; [ ] = remark or other dose. A portion of the library. The share of hits here may be higher or lower than overall.

Screening Cc1ccc2c(c1)C(SCC(=O)NCCc1ccccc1)CC1(CCCC1)O2 (configuration not stated) returned GPR35 antagonists 10%, GPR55 LPI antagonism 7%, GPR55 beta-arrestin -0.2%, AID2073 0%, KOR beta-arrestin-1 4.0%, KOR beta-arrestin-2 11%, SIAH1 antagonists -3%, HIV peptide binding 2.9% and NOD1 inhibition -11%.
`COc1ccc(Nc2oc(COc3ccc(C)cc3)nc2C#N)cc1` gave GPR35 antagonists -4%, GPR55 LPI antagonism 2%, GPR55 beta-arrestin -0.2%, AID2073 9%, KOR beta-arrestin-1 -5.5%, KOR beta-arrestin-2 27%, SIAH1 antagonists 1%, HIV peptide binding 0.7% and NOD1 inhibition -23%.
Screening CCOC(=O)N1CCN(C(=O)C2COc3ccccc3O2)CC1 (configuration not stated) returned GPR35 antagonists -14%, GPR55 LPI antagonism -2%, GPR55 beta-arrestin -0.2%, AID2073 16%, KOR beta-arrestin-1 -1.9%, KOR beta-arrestin-2 5%, SIAH1 antagonists 0%, HIV peptide binding -1.7% and NOD1 inhibition -8%.
Screening CC(C)c1ccc(C2C3=C(CC(C)(C)CC3=O)NC3=C2C(=O)c2ccccc23)cc1 (configuration not stated) returned GPR35 antagonists -7%, GPR55 LPI antagonism 28%, GPR55 beta-arrestin -0.3%, AID2073 9%, KOR beta-arrestin-1 0.0%, KOR beta-arrestin-2 28%, SIAH1 antagonists 3%, HIV peptide binding -4.5% and NOD1 inhibition 2%.
Screening CCCCN(C(=O)CCn1c(=O)oc2ccccc21)c1ccccc1 returned GPR35 antagonists -7%, GPR55 LPI antagonism 2%, GPR55 beta-arrestin -0.1%, AID2073 3%, KOR beta-arrestin-1 6.1%, KOR beta-arrestin-2 -14%, SIAH1 antagonists -2%, HIV peptide binding 0.7% and NOD1 inhibition 0%.
`COc1ccc(C(=O)Nc2ccccc2NC(=O)c2ccco2)cc1OC` gave GPR35 antagonists -11%, GPR55 LPI antagonism -10%, GPR55 beta-arrestin 0.7%, AID2073 24%, KOR beta-arrestin-1 2.9%, KOR beta-arrestin-2 -29%, SIAH1 antagonists -6%, HIV peptide binding -1.1% and NOD1 inhibition 3%.
For Cc1cccc(N2CCN(C(c3ccc(N(C)C)cc3)c3nnnn3C(C)(C)C)CC2)c1C (configuration not stated) the results were GPR35 antagonists -7%, GPR55 LPI antagonism 13%, GPR55 beta-arrestin 0.1%, AID2073 3%, KOR beta-arrestin-1 -8.5%, KOR beta-arrestin-2 -2%, SIAH1 antagonists -4%, HIV peptide binding 1.4% and NOD1 inhibition -8%.
`CCOc1ccc(N(CC(=O)Nc2cc(Cl)ccc2C)S(C)(=O)=O)cc1` gave GPR35 antagonists -5%, GPR55 LPI antagonism -9%, GPR55 beta-arrestin 0.6%, AID2073 -1%, KOR beta-arrestin-1 -3.2%, KOR beta-arrestin-2 4%, SIAH1 antagonists 2%, HIV peptide binding -0.2% and NOD1 inhibition -23%.
`CN(C)/C=C(/C(=O)c1ccc(Cl)cc1)S(C)(=O)=O` gave GPR35 antagonists -2%, GPR55 LPI antagonism -8%, GPR55 beta-arrestin 0.6%, AID2073 2%, KOR beta-arrestin-1 -1.4%, KOR beta-arrestin-2 -10%[20 µM], SIAH1 antagonists 2%, HIV peptide binding 8.7% and NOD1 inhibition -20%.
Screening Fc1ccc(N/N=C2/CC(c3ccccc3)Oc3ccccc32)c(F)c1 (configuration not stated) returned GPR35 antagonists 2%, GPR55 LPI antagonism 3%, GPR55 beta-arrestin 0.3%, AID2073 -11%, KOR beta-arrestin-1 -1.9%, KOR beta-arrestin-2 17%, SIAH1 antagonists -2%, HIV peptide binding 3.4% and NOD1 inhibition -43%.
`COc1cc(NC(=O)CSCC(=O)Nc2cccc(C(F)(F)F)c2)c(Cl)cc1Cl` gave GPR35 antagonists -10%, GPR55 LPI antagonism 12%, GPR55 beta-arrestin 0.0%, AID2073 17%, KOR beta-arrestin-1 -4.0%, KOR beta-arrestin-2 14%, SIAH1 antagonists -4%, HIV peptide binding -2.3% and NOD1 inhibition 20%.
For Cc1cccc(OCC(=O)Nc2ccc(S(=O)(=O)N3CCCC3)cc2)c1 the results were GPR35 antagonists 14%, GPR55 LPI antagonism 14%, GPR55 beta-arrestin -0.2%, AID2073 24%, KOR beta-arrestin-1 -4.3%, KOR beta-arrestin-2 4%, SIAH1 antagonists 1%, HIV peptide binding -2.4% and NOD1 inhibition 10%.
For Cc1ccc2c(c1)c1c(n2CC2COC(C)(C)O2)C(=O)CCC1 (configuration not stated) the results were GPR35 antagonists -6%, GPR55 LPI antagonism 0%, GPR55 beta-arrestin 0.1%, AID2073 19%, KOR beta-arrestin-1 8.9%, KOR beta-arrestin-2 -2%, SIAH1 antagonists 2%, HIV peptide binding -0.7% and NOD1 inhibition -14%.
For Cc1ncc(CO)c(CNc2ccc(Oc3ccccc3)cc2)c1O the results were GPR35 antagonists -5%, GPR55 LPI antagonism 5%, GPR55 beta-arrestin 0.0%, AID2073 0%, KOR beta-arrestin-1 -3.3%, KOR beta-arrestin-2 7%, SIAH1 antagonists 16%, HIV peptide binding -0.7% and NOD1 inhibition 7%.
Screening CCOC(=O)c1ccc(Nc2sc(C(=O)c3cccc([N+](=O)[O-])c3)c(N)c2C#N)cc1 returned GPR35 antagonists 7%, GPR55 LPI antagonism -17%, GPR55 beta-arrestin -0.2%, AID2073 10%, KOR beta-arrestin-1 33%, KOR beta-arrestin-2 -73%, SIAH1 antagonists 6%, HIV peptide binding -1.4% and NOD1 inhibition 8%.
Screening CC(C)C(=O)Nc1cccc(-c2cn3ccsc3n2)c1 returned GPR35 antagonists -5%, GPR55 LPI antagonism -3%, GPR55 beta-arrestin 1.0%, AID2073 -6%, KOR beta-arrestin-1 -3.6%, KOR beta-arrestin-2 23%, SIAH1 antagonists 4%, HIV peptide binding -1.6% and NOD1 inhibition -26%.
Screening CCNC(=O)CN(CCc1ccccc1)S(C)(=O)=O returned GPR35 antagonists -16%, GPR55 LPI antagonism 4%, GPR55 beta-arrestin 0.2%, AID2073 0%, KOR beta-arrestin-1 -0.5%, KOR beta-arrestin-2 -11%, SIAH1 antagonists 4%, HIV peptide binding 0.8% and NOD1 inhibition -14%.
`OCC#Cc1ncc(C(F)(F)F)cc1Cl` gave GPR35 antagonists 6%, GPR55 LPI antagonism 7%, GPR55 beta-arrestin -0.3%, AID2073 2%, KOR beta-arrestin-1 1.0%, KOR beta-arrestin-2 -15%, SIAH1 antagonists 0%, HIV peptide binding 0.9% and NOD1 inhibition -15%.
Screening COc1ccccc1/C=N\N=C(\N)c1ccccn1 returned GPR35 antagonists -4%, GPR55 LPI antagonism 9%, GPR55 beta-arrestin -0.2%, AID2073 1%, KOR beta-arrestin-1 -1.3%, KOR beta-arrestin-2 -25%, SIAH1 antagonists 15%, HIV peptide binding 1.4% and NOD1 inhibition -69%.
`COc1ccc(Br)cc1/C(C)=N/NC1=NCCN1` gave GPR35 antagonists -12%, GPR55 LPI antagonism 1%, GPR55 beta-arrestin 0.0%, AID2073 2%, KOR beta-arrestin-1 1.8%, KOR beta-arrestin-2 3%, SIAH1 antagonists -1%, HIV peptide binding 1.9% and NOD1 inhibition 29%.
CCCCNC(=O)N1CCN(C(=O)C2CCCO2)CC1 (configuration not stated) was read as GPR35 antagonists 8%, GPR55 LPI antagonism 10%, GPR55 beta-arrestin -0.3%, AID2073 -3%, KOR beta-arrestin-1 -2.2%, KOR beta-arrestin-2 -22%, SIAH1 antagonists 1%, HIV peptide binding 0.9% and NOD1 inhibition -35%.
CCC1CN(C(=O)N2CCC(C(=O)NCc3ccccc3OC)CC2)c2ccccc2O1 (configuration not stated) was read as GPR35 antagonists 2%, GPR55 LPI antagonism -10%, GPR55 beta-arrestin -0.2%, AID2073 6%, KOR beta-arrestin-1 -3.6%, KOR beta-arrestin-2 -10%, SIAH1 antagonists 2%, HIV peptide binding 0.5% and NOD1 inhibition -11%.
`COc1cccc2c(SCC(=O)N/N=C/c3ccc(O)cc3O)cc(C)nc12` gave GPR35 antagonists 6%, GPR55 LPI antagonism 0%, GPR55 beta-arrestin -0.2%, AID2073 -8%, KOR beta-arrestin-1 -0.4%, KOR beta-arrestin-2 -6%, SIAH1 antagonists -4%, HIV peptide binding 0.7% and NOD1 inhibition -3%.
For c1ccc(-n2ncc3c(NCc4ccco4)ncnc32)cc1 the results were GPR35 antagonists 4%, GPR55 LPI antagonism -14%, GPR55 beta-arrestin 0.2%, AID2073 6%, KOR beta-arrestin-1 -1.0%, KOR beta-arrestin-2 -97%, SIAH1 antagonists -8%, HIV peptide binding -2.2% and NOD1 inhibition 41%.
Cc1nc2ccccc2c2oc(C(=O)N3CCc4ccccc43)cc12 was read as GPR35 antagonists 11%, GPR55 LPI antagonism 8%, GPR55 beta-arrestin 1.2%, AID2073 23%, KOR beta-arrestin-1 -3.2%, KOR beta-arrestin-2 -15%, SIAH1 antagonists 4%, HIV peptide binding 1.7% and NOD1 inhibition 1%.
`N#CCc1nn2c3c(cnc2c1C#N)C(=O)CCC3` gave GPR35 antagonists -14%, GPR55 LPI antagonism 0%, GPR55 beta-arrestin 0.1%, AID2073 18%, KOR beta-arrestin-1 2.4%, KOR beta-arrestin-2 -22%, SIAH1 antagonists 21%, HIV peptide binding 2.1% and NOD1 inhibition -15%.
For CCOc1cc(/C=C/C(=O)O)ccc1OCCOc1ccccc1 the results were GPR35 antagonists 2%, GPR55 LPI antagonism 12%, GPR55 beta-arrestin 0.5%, AID2073 -4%, KOR beta-arrestin-1 -0.1%, KOR beta-arrestin-2 15%, SIAH1 antagonists 7%, HIV peptide binding 3.5% and NOD1 inhibition 35%.
`CCOP(=O)(/C(C#N)=C(\C)O)c1ccccc1` (configuration not stated) gave GPR35 antagonists -9%, GPR55 LPI antagonism 0%, GPR55 beta-arrestin -0.3%, AID2073 6%, KOR beta-arrestin-1 -0.8%, KOR beta-arrestin-2 -16%, SIAH1 antagonists 9%, HIV peptide binding -0.1% and NOD1 inhibition -42%.
For COc1ccc(/C(C)=N/NC(=O)c2sccc2-n2cccc2)cc1 the results were GPR35 antagonists -11%, GPR55 LPI antagonism 3%, GPR55 beta-arrestin -0.2%, AID2073 7%, KOR beta-arrestin-1 -0.9%, KOR beta-arrestin-2 -29%, SIAH1 antagonists 6%, HIV peptide binding -1.5% and NOD1 inhibition -58%.
